Compound activity: PubChem BioAssay, National Center for Advancing Translational Sciences (NCATS)
AmpC det inh: blocks E. coli AmpC beta-lactamase in presence of detergent; Potency, µM (doses to about 28.7 µM), inactives show at the highest dose activity change, negative = inhibition; purified AmpC, nitrocefin hydrolysis with detergent; AID 584; P00811; 71,000 compounds, 0.09% hits; active = well fitted curve in the direction sought with a large enough effect
Target sequence (P00811 whole entry, looked up): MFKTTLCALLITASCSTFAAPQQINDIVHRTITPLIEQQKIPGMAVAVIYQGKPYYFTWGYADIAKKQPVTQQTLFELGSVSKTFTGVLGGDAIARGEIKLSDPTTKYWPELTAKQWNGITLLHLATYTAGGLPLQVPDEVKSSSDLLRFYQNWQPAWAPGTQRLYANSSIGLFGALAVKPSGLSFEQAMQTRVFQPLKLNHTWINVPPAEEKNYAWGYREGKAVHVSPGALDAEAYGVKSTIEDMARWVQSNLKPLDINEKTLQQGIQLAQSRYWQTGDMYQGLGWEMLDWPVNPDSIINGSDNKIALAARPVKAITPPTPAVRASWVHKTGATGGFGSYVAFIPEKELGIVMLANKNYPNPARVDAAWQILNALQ
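E. coli AmpC (5.3 nM) in 20 mM phosphate pH 7.0 with 0.01% Triton X-100, preincubated 15 min RT with compound; nitrocefin (2 uL of 800 uM stock) hydrolysis followed by 480 nm absorbance every 20 s over 4 min.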
* hit, by the source's call; & = joins results of further samples; [ ] = remark or other dose. % is scaled to controls: 0 for no effect and ±100 for the full control effect; potency is read from the fitted curve at half-maximal effect. The list is partial; rates above refer to the full screens.

SMILES | AmpC det inh
CCOC(=O)CN(C(=O)CN1CCOCC1)c1ccc(Br)cc1 | -1.2%
CC(C)c1c(C#N)c(N)nc(SCC(=O)c2cc3ccccc3oc2=O)c1C#N | -0.5%
COc1ccccc1NC(=O)c1ccc(NC(=O)CSc2nnnn2C)cc1 | -1.1%
C=CCn1c(Br)nc2c1c(=O)n(C)c(=O)n2C | 2.0%
Nn1c(SCC(=O)NC2CCCc3ccccc32)nnc1-c1cccs1 (centres undefined) | -3.2%
CC1Cc2ccccc2N1C(=O)COC(=O)c1ccc(S(=O)(=O)N(C)C)cc1 (centres undefined) | -4.8%
O=C1CC(N2CCN(C/C=C/c3ccccc3)CC2)C(=O)N1Cc1ccc(N2CCCC2=O)cc1 (centres undefined) | -2.6%
COc1ccc(CCNC(=O)C2CC(=O)N(c3ccccc3)C2)cc1OC (centres undefined) | -1.8%
Cc1cccc(-c2nc(CS(=O)CC(=O)NCCCSC3CCCCC3)c(C)o2)c1 (centres undefined) | -4.9%
COc1ccc(N2CCN(C(=O)CNC(=O)Cn3c(C)cc4ccccc4c3=O)CC2)cc1 | 9.1%
Cc1cc(N2CCN(C)CC2)nc2ccc(NC(=O)CCC(=O)NCc3ccco3)cc12 | 1.5%
Cc1ccc(-c2noc(CCCC(=O)Nc3cccnc3)n2)cc1 | -1.9%
COc1ccc(C2(O)CCN(C(=O)NC3CCCCC3)CC2)cc1 | 13.5%
CCN1C(=O)CSc2ccc(C(=O)NCCCN3CCOCC3)cc21 | 0.1%
CCCCNC(=O)C(c1ccc(OCC(=O)OC)c(C(=O)OC)c1)N(Cc1ccccc1)C(=O)CCCCCN1C(=O)NC(c2ccc(-c3ccccc3)cc2)C(C(=O)OCc2ccccc2)=C1C (centres undefined) | 11.3%
CCC1CCCCN1C(=O)N[C@@H](CCSC)C(=O)OC (some centres undefined) | -2.5%
Cc1cccc(N(CC(=O)NCc2ccccc2)C(=O)Cn2nnc(-c3ccc(C)o3)n2)c1 | -5.2%
CNS(=O)(=O)c1cccc2cccnc12 | 7.0%
Cc1cc(C(=O)Nc2sc(C)c(C)c2C#N)c(C)o1 | -3.3%
O=C(OCCN1C(=O)CCC1=O)c1ccc(S(=O)(=O)N2CCCCC2)cc1 | -2.1%
O=C(NCc1ccccn1)c1nnc(Cc2ccc(Cl)cc2)o1 | 10.9%
Cc1ccc(SCC(=O)N2CCOCC2)cc1 | -4.2%
Nc1nc(N2CCCCC2)nc2ccccc12 | -6.9%
O=C(Nc1ccccc1Cl)NC1(C(=O)NCCCN2CCOCC2)CCCCC1 | 12.2%
O=C(c1csnn1)N1CCC[C@@]2(CCN(c3ccccn3)C2)C1 | -4.0%
COc1ccc(CCC(=O)N2CCN(C3CCCCC3)CC2)cc1 | -2.2%
COc1cc(C[C@H]2C(=O)OC[C@@H]2Cc2ccc(OC)c(OC)c2)ccc1O | -2.8%
O=C(O)c1ccc(S(=O)(=O)c2ccccc2)cc1 | -2.8%
Cc1[nH]c2ccccc2c1C(=O)CN1CCCCC1C (centres undefined) | 1.8%
COc1ccc(C(=O)Nc2cccc(C(=O)N3CCN(C)CC3)c2)cc1 | -7.2%
CCCCc1c(O)nc(SCC(=O)N2CCOCC2)[nH]c1=O | 16.6%
CCOC(=O)C1CCN(C(=O)c2sc3nc(-c4ccc(F)cc4)cn3c2C)CC1 | -3.7%
COc1ccc(OC)c(NC(=O)Nc2ccccc2C)c1 | -4.4%
Cn1c(Cc2ccccc2)nnc1SCC(=O)c1ccc(Br)s1 | 1.2%
O=C1CC(N2CCOCC2)C(=O)N1c1cc(Cl)cc(Cl)c1 (centres undefined) | -0.1%
CN(C(=O)c1ccncc1)c1nnc(-c2ccncc2)s1 | 13.5%
COc1ccc(CNC(=O)c2cc(C3CC3)on2)cc1 | 7.2%
CC(=O)OC(C(=O)NC1CCCCC1)c1ccncc1 (centres undefined) | 1.3%
O=C(c1ccc(Cl)cc1)c1ccc(OCC(=O)N2CCOCC2)cc1 | -4.4%
C[C@H](N[C@@H](C)CCc1ccccc1)[C@H](O)c1ccc(O)cc1 | 0.3%
COc1ccc(S(=O)(=O)NCCSC(C)(C)C)cc1Cl | -5.1%
Cc1cccc(N(CC(=O)NC2CCCCC2)C(=O)CCC(=O)Nc2cc(C)ccn2)c1 | -1.3%
COc1cc(S(=O)(=O)N2CCN(Cc3ccccc3)CC2)ccc1Br | -0.8%
CC(C)COC(=O)C(C#N)c1nc2ccccc2nc1N1CCN(Cc2ccc3c(c2)OCO3)CC1 (centres undefined) | -5.4%
Cc1cc(OC(=O)c2ccccc2)n(CCC#N)n1 | -1.2%
CN(Cc1ccco1)c1ncnc2ccc(-c3ccccc3Cl)cc12 | 9.9%
O=C(OCC1CO1)C1CCCCC1C(=O)OCC1CO1 (centres undefined) | 7.8%
COc1cccc(Oc2cnc(N)nc2-c2ccc(OC)cc2O)c1 | -6.8%
COc1ccccc1CNc1ncnc2ccc(-c3ccc(C(=O)N(C)C)cc3)cc12 | 0.7%
CCCCn1c(SCc2ccc(Cl)cc2)nc2c1c(=O)[nH]c(=O)n2C | -2.7%
O=c1ccc2ccc(O)c(O)c2o1 | 0.8%
CCOc1cc(C)c(C(C)C)cc1S(=O)(=O)N1CC(C)OC(C)C1 (centres undefined) | -3.1%
Cc1cc(N(C)C)nc(SC(C)C)n1 | -1.8%
COc1ccc(C)cc1-n1nnnc1SCc1cc(=O)n2cc(C)ccc2n1 | -0.2%
CCOCCCNC(=O)C1CCCN1S(=O)(=O)c1ccc(Cl)cc1 (centres undefined) | 4.1%
COC(=O)CCSCC(=O)Nc1nnc(C)s1 | 11.6%
COc1ccc(OC)c(S(=O)(=O)N(C)CC(=O)N2CCN(c3cccc(Cl)c3)CC2)c1 | -2.9%
O=C(Nc1ccc(N2CCN(C(=O)c3ccc(Cl)cc3)CC2)cc1)c1cccnc1 | -0.9%
O=C(Cc1ccc(Cl)c(Cl)c1)OCC(=O)c1ccc[nH]1 | -4.0%
Nc1ccc(CN2CCN(c3ccc4ccccc4n3)CC2)cc1 | -5.4%
Next section:
SMILES | AmpC det inh
CSc1ccc(S(=O)(=O)NCc2ccc(Cl)cc2)cc1 | -4.8%
CCCn1c(=NC(=O)c2ccc3c(c2)OCO3)c(C#N)cc2c(=O)n3cccc(C)c3nc21 | 0.9%
CCOC(=O)c1cc2occc2n1CC(=O)N1CCOCC1 | 9.0%
CCN(CC)C(=O)COc1ccc(CC(=O)O)cc1OC | 4.1%
CCOc1cccc(C2C(C(=O)c3ccc(C)o3)=C(O)C(=O)N2Cc2ccncc2)c1 (centres undefined) | -1.5%
COc1ccccc1Oc1coc2cc(OC(=O)N3CCOCC3)ccc2c1=O | -4.5%
O=C(O)CC/C=C\CC[C@H]1[C@@H](N2CCCCC2)[C@@H](O)C[C@@H]1OCc1ccc(-c2ccccc2)cc1 | -3.3%
CN(C)/C=c1\sc2c(C#N)cc(C(=O)c3ccc(Br)cc3)n2c1=O | 13.3%
Cc1cc(NC(=O)CSc2nnc(-c3ccc(Cl)s3)o2)no1 | 10.5%
Cc1nc2c3c(-c4ccccc4)nc(N4CCOCC4)nc3nn2c(C)c1CCC(=O)O | -6.2%
CCOC(=O)C1=C(C)Nc2nc(C)nn2C1c1cc(OC)ccc1OC (centres undefined) | 7.9%
Cn1c(CNc2nc(-c3ccccc3)cs2)nnc1SCC(=O)OC1CCCCC1 | -8.2%

Brought forward from above: 6 entries; new compounds follow.
SMILES | AmpC det inh
O=C(O)CC/C=C\CC[C@H]1[C@@H](N2CCCCC2)[C@@H](O)C[C@@H]1OCc1ccc(-c2ccccc2)cc1 | -3.3%
CN(C)/C=c1\sc2c(C#N)cc(C(=O)c3ccc(Br)cc3)n2c1=O | 13.3%
Cc1cc(NC(=O)CSc2nnc(-c3ccc(Cl)s3)o2)no1 | 10.5%
Cc1nc2c3c(-c4ccccc4)nc(N4CCOCC4)nc3nn2c(C)c1CCC(=O)O | -6.2%
CCOC(=O)C1=C(C)Nc2nc(C)nn2C1c1cc(OC)ccc1OC (centres undefined) | 7.9%
Cn1c(CNc2nc(-c3ccccc3)cs2)nnc1SCC(=O)OC1CCCCC1 | -8.2%
Cn1c(=O)[nH]c(=O)c2c1nc1n2CCCS1 | 14.0%
C[C@@H](N)/C(N)=N/O | -0.9%[5.75 µM]
Cc1ccc(C(=O)Nc2ccc3c(c2)OCO3)cc1S(=O)(=O)N1CCCC1 | 2.7%
O=C(CSc1nc2ccccc2s1)N1CCN(C(=O)c2ccco2)CC1 | -4.4%
CC(C)C(=O)Nc1ccc(C(=O)NCc2cccnc2)cc1 | -0.6%
O=C(O)/C=C\c1c2ccc(=O)c(O)c-2oc2c(O)c(O)ccc12 | 2µM*
CC(C)(C)[Si](C)(C)c1c2c(nc3ccc(OCc4ccccc4)cc13)-c1cccc(=O)n1C2 | 0.7%
CC1C2CC(C(CN(C)C)/C2=N/O)C1(C)C (centres undefined) | -2.1%
Cc1ccc(-c2cc(-c3ccccc3Cl)[nH]n2)c(O)c1 | 7.6%
O=C(CSc1nc2ccccc2c(=O)[nH]1)N1CCOCC1 | -4.0%
CC(C)(C)NC(=O)NC(=O)COc1ccccc1C#N | 14.5%
COc1ccc(CCNC(=O)CN(C2CCCCC2)S(C)(=O)=O)cc1OC | -5.9%

Ordered by length of the SMILES (descending): part of the list above.
SMILES | AmpC det inh
CC(C)(C)[Si](C)(C)c1c2c(nc3ccc(OCc4ccccc4)cc13)-c1cccc(=O)n1C2 | 0.7%
CC(C)C(=O)Nc1ccc(C(=O)NCc2cccnc2)cc1 | -0.6%
CC(C)(C)NC(=O)NC(=O)COc1ccccc1C#N | 14.5%
CC1C2CC(C(CN(C)C)/C2=N/O)C1(C)C (centres undefined) | -2.1%
C[C@@H](N)/C(N)=N/O | -0.9%[5.75 µM]

More records.
SMILES | AmpC det inh
N#CC1=C2SCN(Cc3ccco3)CN2C(=O)CC1c1ccc(Cl)cc1 (centres undefined) | -2.1%
CCCn1c(-c2ccc(F)cc2)nc2c(NCCCN(C)C)nc(C)nc21 | 12.6%
CCn1c(SCC(=O)Nc2nnc(C)s2)nnc1-c1ccncc1 | 11.5%
Cc1ccc(S(=O)(=O)N2CCN(S(C)(=O)=O)C2)cc1 | 9.2%
COCCNS(=O)(=O)c1cc(F)ccc1OC | -0.7%
N#CC1=C(N)C(C#N)(C#N)C2(CCC3(CC2)OCCO3)C2CC3(CC=C12)OCCO3 (centres undefined) | -0.5%
CCCC(=O)c1cc(F)c(N2CCN(S(=O)(=O)c3ccccc3)CC2)cc1C | 23.8%
N#C/C(=C\c1ccc(O)c(O)c1)C(=O)NCc1ccccc1 | 1.4%&0.8%
COc1ccc(-c2nc3cnc(N4CCNCC4)nc3n(Cc3ccc(F)cc3)c2=O)cc1 | -2.7%
O=C(Nc1nccs1)c1cccc(NC(=O)C2CC2)c1 | -1.0%
CCN(CCCNC(=O)CN(C)S(=O)(=O)c1cccc2nsnc12)c1cccc(C)c1 | -0.6%
CCN(C(=O)c1cn(CC)c(=O)c2cc(OC)c(OC)cc12)c1ccccc1C | -4.3%
CCNc1ccc(C(=O)OCC)cc1NC(=O)c1cc(S(=O)(=O)N2CCOCC2)ccc1C | -3.2%
C/C(N)=C(/C#N)C(=O)CSc1nnc(-c2ccc(OC(F)F)cc2)o1 | -2.4%
CC(=O)OC1CC2(C)C(=O)CCC2C2CCc3cc(O)ccc3C12 (centres undefined) | 0.4%
CCCCOc1ccc(C(=O)NCc2ccccn2)cc1 | -0.6%
COC(=O)C1=C(C)N(C)C(C)=C(C(=O)OC)C1c1ccsc1 | 3.4%
O=c1c2c3nc4ccccc4nc3n(-c3cccc(F)c3)c2ncn1Cc1ccc2c(c1)OCO2 | -0.5%
COc1ccc(OC)c(C2CC(=O)N3CN(c4ccccc4)CSC3=C2C#N)c1 (centres undefined) | 13.0%
COc1ccc(NC(=O)c2ccc(CN3CCN(c4ccccc4)CC3)cc2)cc1OC | 5.4%
CCN(CC)CCCNC(=O)c1cn(CCOC)c(=O)c2c1c1ccccc1n2C | 10.3%
CC(=O)N(C(C)=O)c1c(N2CCOCC2)c2ccccc2oc1=O | -3.4%
Cc1cc(C)n(C(=O)C23CC4CC(CC(C4)C2)C3)n1 | -2.4%
CCOc1ccc(C2CC(c3cccc(C)c3)n3nc(N)nc3N2)cc1 (centres undefined) | 10.2%
CCOC(=O)C1(c2ccccc2)CCN(Cc2cccc(C(=O)O)c2)CC1 | 11.6%
O=C(CSc1ncnc2c1oc1ccccc12)N1CCN(c2ccccc2)CC1 | -3.4%
Cc1ccc(S(=O)(=O)Nc2nc(C)cc(NCCN)n2)cc1 | -3.0%
COc1ccc(CCNS(=O)(=O)c2ccc3c(c2)OCCO3)cc1 | 0.0%
CCOC(=O)C(C)n1cnc2c(nnn2Cc2ccc(Cl)cc2)c1=O (centres undefined) | -3.1%
CC(=O)c1cccc(NC(=O)c2ccc(NS(=O)(=O)c3c(C)noc3C)cc2)c1 | -4.4%
COC(=O)c1coc(-c2ccc(C)cc2)c1C(=O)OC | 9.5%
CN(Cc1ccco1)c1ncnc2ccc(-c3cccc(C#N)c3)cc12 | 9.9%
CCOC(=O)C1=C(C)NC(=O)NC1c1ccc(OC(=O)c2ccco2)c(OC)c1 (centres undefined) | -1.8%
CC(C)(C)C1CCC(=O)C(C2(O)C(=O)Nc3ccccc32)C1 (centres undefined) | -5.2%
c1ccc(C(OCCN2CCNCC2)c2ccccc2)cc1 | -2.4%
Cc1nc(NC(=O)c2ccccc2)sc1-c1csc(N)n1 | -1.0%
COC(=O)C(C)NS(=O)(=O)c1ccc(NC(C)=O)cc1 (centres undefined) | 1.1%
